Assay outcomes deposited in PubChem BioAssay by several laboratories.
K1F lysis inhibition – protection from phage-mediated lysis, alamar blue read-out – E. coli UTI89, K1F phage, bacterial capsule biogenesis inhibitors (AID 488966); E. coli UTI89 K1F phage lysis, alamar blue, 2 h; higher % means a stronger effect; inhibition, % at 100 µM; hits with a dose series show IC50 in µM; 340,000 compounds, 0.02% hits;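 active = phage lysis inhibition, versus mean bacterial control, above a set limit; inconclusive = no clear call, values can overlap the other calls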;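 note: capsule biogenesis inhibitors block K1F phage lysis so surviving cells raise fluorescence; higher fluorescence means more inhibition of phage lysis; actives were called in the ten point dose series up to 300 µM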
M1AAP inhibition – P. falciparum M1AAP inhibitors, biochemical, fluorogenic H-Leu-NHMec substrate, 1536-well (AID 1445) | recombinant M1AAP, H-Leu-NHMec fluorogenic kinetic assay; higher % means a stronger effect | 220,000 compounds, 0.42% hits | inhibition, % at 30 µM; hits with a dose series show IC50 in µM;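 active = primary inhibition above the hit cutoff, then over 50% inhibition at one or more dose response concentrations, cut at about 23% in these data, passing the limit was not always enough; inconclusive = conflicting primary data, or primary hits not chosen for dose response; inactive = low primary inhibition, or under 50% at every dose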;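 note: plate controls were DMSO full reaction for no effect and no enzyme background for full effect; strong numbers were not always called active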
WT yeast gro inh – growth inhibition of WT yeast, mitochondrial fusion screen; mitochondrial fusion phenotypic screen, WT strain; 190,000 compounds, 2.1% hits; inhibition, % at 10 µM; in the data active = inhibition above about 58%; tested in S. cerevisiae
ER stress rescue – protection against thapsigargin-triggered cell killing – 384-well, CSM14.1, ATP luminescence, primary screen (AID 1222); CSM14.1 thapsigargin-induced death rescue, ATP luminescence; higher % means a stronger effect; cellular ATP content (survival), % at 20 µM; hits with a dose series show EC50 in µM; 190,000 tested, under 10 active;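 active = EC50 below 50 µM in the dose-response confirmation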;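 note: death triggered by thapsigargin at about 15 µM added after 2 h compound pretreatment; cell ATP read after overnight thapsigargin exposure of roughly 18 to 22 hours; normalized against plate controls of thapsigargin alone and 5% DMSO vehicle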
TNAP activators – human TNAP enzyme activators, primary screen, biochemical, luminescent, no phosphate acceptor, uHTS (AID 1001). purified TNAP, luminescent activation assay, no phosphate acceptor; higher activation fold means a stronger effect. activation fold at 20 µM; hits with a dose series show EC50 in µM. 200,000 compounds, 0.03% hits; in the data active = activation fold from about 3, or a potency from the dose series; inactive = the rest, 99 in 100 with activation fold below about 1.6; note: many of its hits are not listed in these tables
human PMI inhibition – inhibitors of human PMI, primary screen, biochemical, fluorescence intensity, coupled assay (AID 1209); 190,000 compounds, 0.42% hits; one-dose inhibition, % at 20 µM; IC50 in µM for titrated hits; purified PMI enzyme, coupled fluorescence intensity; higher % means a stronger effect;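 note: plate controls were DMSO vehicle for no effect and wells lacking substrate for full effect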
Lipid droplet – hepatic lipid droplet formation modulation. AML12 mouse hepatocytes, oleate lipid droplets, BODIPY imaging. inhibition, % at 6.5 µM. 240,000 compounds, 0.4% hits. AID 1656;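 active = lipid droplet intensity inhibited by at least 50%, with more than 500 cells counted; inconclusive = wells with under 300 cells, treated as cytotoxic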
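Test system: AML12 mouse liver cells; schedule: overnight exposure; technique: high-content imaging of BODIPY-stained droplets and DAPI nuclei; read-out: % inhibition of corrected integrated BODIPY droplet signal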
Myeloid diff MLP – compounds promoting myeloid differentiation | ER-HoxA9 myeloid progenitors, lysozyme-GFP differentiation, flow cytometry | calls only at 10 µM | 360,000 compounds, 1% hits | AID 624256;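 active = normalized GFP-positive differentiation at or above the plate's own cutoff, the solvent-only control mean plus 3 SD; inconclusive = no clear call, values can overlap the other calls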;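 note: cells exposed to compound for four days before flow analysis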
PMI inhibition – MPI inhibition at elevated mannose 6-phosphate – biochemical, fluorescence intensity, high mannose 6-phosphate, primary screen (AID 1220); recombinant PMI enzyme, coupled fluorescence intensity; higher % means a stronger effect; inhibition, % at 20 µM; hits with a dose series show IC50 in µM; 190,000 compounds, 0.66% hits
WT yeast gro inh mutant strain – also measured in WT yeast gro inh; calls as there; inhibition, %; mitochondrial fusion phenotypic screen, mutant strain inhibition
Lipid droplet cells 6.5 µM – recorded beside Lipid droplet, whose call it bears; cell count; measured here: cell count, cytotoxicity flag;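 cells counted across two imaged fields per well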
Myeloid diff MLP GFP+ MAC1+ % – second read-out of Myeloid diff MLP, no call of its own (marks repeat the call); GFP+ MAC1+ double positive, %; measured here: differentiation confirmed by MAC1 staining
* marks the source's active call; other numbers are inactive results; i = inactive; u = inconclusive; x = not tested or not shown; + = active, no number. Cut-off read from the data, not from the text of the source, unless noted: active = inhibition above about 50%; inactive = the rest.

SMILES	K1F lysis inhibition	M1AAP inhibition	WT yeast gro inh	WT yeast gro inh mutant strain	ER stress rescue	TNAP activators	human PMI inhibition	Lipid droplet	Lipid droplet cells 6.5 µM	Myeloid diff MLP	Myeloid diff MLP GFP+ MAC1+ %	PMI inhibition
Cc1nnc(SCC(=O)Nn2cnnc2)s1	-0.6%	0%	3	-5	x	1.2	3%	x	x	i	1.0	4%
CC(C)Cc1nc(SCC(=O)Nc2nnc(CC(C)C)s2)n[nH]1	0.2%	-7%	x	x	x	x	x	-1	671	i	0.6	x
Cc1ccc(N2CC(O)=C(c3ccccc3)C2=N)cc1	-0.2%	7%	-6	-7	-0.8%	1.2	-10%	8	676	i	1.1	-6%
Cc1cc(-c2nnc(SCC(=O)Nc3ccccc3)n2C)no1	-0.6%	-1%	x	x	x	x	x	14	676	i	0.3	x
O=[N+]([O-])c1ccccc1/C=N/n1c(C2CCCCC2)n[nH]c1=S	-0.6%	-2%	58*	-2.5*	-2.3%	0.9	6%	-25	622	i	0.2	6%
CCOc1c(Cl)cc(CNCc2ccncc2)cc1OC	0.0%	0%	9	6	0.7%	1	-18%	17	682	i	0.6	-12%
Cn1c(=O)c2c(ncn2CC(=O)Nc2nc(-c3ccc(F)c(F)c3)cs2)n(C)c1=O	0.2%	0%	x	x	x	x	x	2	661	i	0.6	x
O=c1c2cnn(-c3ccccc3)c2ncn1Cc1cccnc1	0.2%	11%	1	-2	-1.9%	1.1	1%	x	x	i	0.8	1%
CCC(C)NCCOCCOc1cc(C)c(Cl)c(C)c1 (stereo unspecified)	0.5%	-7%	17	23	-1.9%	1.1	-1%	-17	694	i	0.7	-3%
CC1Cc2ccccc2N1C(=O)NC1CC(=O)N(c2ccc3c(c2)OCCO3)C1 (stereo unspecified)	0.0%	6%	0	5	-1.3%	1.1	-7%	9	693	i	0.3	-9%
Cc1cccc(Cc2c(C)nc3c(C(=O)N4CCN(Cc5ccc6c(c5)OCO6)CC4)cnn3c2C)c1	2.2%	1%	8	12	-0.3%	0.9	0%	x	x	i	21	4%
Cc1nc(COC(=O)c2cc(O)c3ccccc3c2O)cs1	0.1%	19%	-3	17	1.6%	1.1	-25%	6	634	i	0.8	19%
CC(C)(C)NC(=O)c1ccncc1	0.6%	-1%	15	14	1.7%	1.1	-3%	6	808	i	1.3	-4%
CCOc1cc2c3c(c1)C1(C(=O)N3C(C)(C)C=C2C)C(C#N)=C(N)Oc2cc(O)ccc21 (stereo unspecified)	-0.1%	2%	18	73	-5.1%	1.1	23%	-3	664	i	1.9	17%
Cn1c(SCC(=O)N2CCCCCC2)nc2c([nH]c3ccccc32)c1=O	0.1%	3%	6	-5	-2.2%	1.1	-2%	x	x	i	0.0	-8%
CCC(=O)Nc1nnc(CSCc2ccc(F)cc2)s1	3.4%	6%	2	9	-1.4%	0.9	-8%	9	780	i	1.0	-3%
CCN(CC)CCN1C(=O)c2cccc3cc(N)cc(c23)C1=O	0.8%	7%	x	x	x	x	x	-58	699	u	x	x
CCOc1ccc2oc(-c3ccccc3)c(C(=O)O)c2c1	-1.5%	8%	-25	-34	-1.0%	1.1	2%	-3	717	i	0.7	-2%
Cc1cc(Br)ccc1OCCN1CC(C)OC(C)C1 (stereo unspecified)	7.1%	0%	16	32	0.5%	1.1	3%	28	652	i	1.1	6%
O=C(CCc1ccccc1)NNC(=O)c1ccccc1F	1.2%	-1%	-2	2	0.8%	1.1	7%	-5	733	i	0.6	2%
CCc1nc2ccccc2c(=O)n1NC(=O)c1c(O)c2cccc3c2n(c1=O)CCC3	0.7%	1%	47	43	-2.4%	1	13%	19	742	i	0.8	4%
CC1CC(C)CN(S(=O)(=O)c2cccc3cccnc23)C1 (stereo unspecified)	-3.8%	3%	2	1	-0.4%	1.1	12%	x	x	i	1.7	13%
COc1ccc(Cl)cc1-n1c(C)cc(C(=O)O)c1C	-0.5%	8%	17	7	0.8%	1.2	-8%	x	x	i	2.1	-6%
Cc1ccc(/C=N/Nc2nc(Cl)c(Cl)cc2Cl)s1	-0.7%	3%	7	-6	-3.5%	1.2	8%	x	x	i	0.5	15%
CCn1c(SCC(=O)N2CCc3ccccc32)nnc1-c1c[nH]c2ccccc12	0.1%	2%	-2	-1	0.4%	1	15%	-14	675	i	1.1	14%
CCOC(=O)C1(Cc2ccccc2Cl)CCN(Cc2csc(C(C)=O)c2)CC1	-0.5%	6%	20	19	2.5%	1	17%	-17	673	i	0.0	22%
NC(=O)C1CCN(C(=O)CN2C(=O)c3ccccc3S2(=O)=O)CC1	4.3%	-2%	15	6	1.4%	1.1	-3%	x	x	i	7.0	-6%
COCCCNC(=O)COc1ccc(-c2nccc(-c3ccccn3)n2)cc1	0.4%	3%	16	11	2.2%	1.1	10%	3	650	i	0.8	14%
CCCCNC(=O)c1ccc2nc(-c3ccco3)c(-c3ccco3)nc2c1	-0.3%	17%	6	2	x	1.1	1%	12	672	i	1.7	-13%
C=CCn1c(-c2ccoc2C)n[nH]c1=S	0.0%	6%	10	22	-1.1%	1	1%	5	786	i	7.8	-7%
COc1ccc(C(=O)Nc2ccccc2C(=O)N/N=C/c2ccco2)cc1	3.3%	10%	43	37	-3.5%	1.1	1%	-9	663	i	1.2	-5%
c1cncc(CNC2CCCc3ccccc32)c1 (stereo unspecified)	-0.1%	4%	-8	-25	1.1%	1.1	-13%	x	x	i	1.4	-7%
O=C(CCn1nnc2ccccc21)N/N=C\Cc1ccccc1	0.1%	1%	-6	3	1.4%	1.1	-12%	-20	702	i	0.9	-2%
CCC(C)[C@H](NC(=O)NCc1ccc(Cl)cc1)C(=O)O (stereo partly specified)	0.3%	0%	x	x	x	x	x	3	725	i	0.3	x
Cc1ccc(NC(=O)N(Cc2ccc3c(c2)OCO3)Cc2cc3cc4c(cc3[nH]c2=O)OCCO4)cc1	0.7%	-1%	35	-1	1.3%	1.1	6%	x	x	i	1.2	16%
CCOc1ccc(CNC(=O)C2CCC(=O)N2C2CCCC2)cc1OC (stereo unspecified)	-0.5%	-2%	7	6	-0.4%	1	9%	x	x	i	1.1	8%
CCc1ccc(NC(=O)CSc2nnc(Cc3cccn3C)n2-c2ccc(F)cc2)cc1	2.5%	8%	15	2	-1.8%	0.9	15%	-11	630	i	2.3	14%
C=CCn1c(SCCC)nc(O)cc1=O	-1.1%	6%	-9	-12	-1.3%	1.2	-9%	12	775	i	2.5	-4%
CCS(=O)(=O)c1ccc(O)c(NC(=O)Nc2ccc(C(C)(C)C)cc2)c1	0.3%	5%	x	x	x	x	x	1	705	i	0.6	x
COc1ccc(C)cc1S(=O)(=O)N(CC(=O)Nc1cccc([N+](=O)[O-])c1)c1cc(C)cc(C)c1	0.3%	1%	-1	-3	-2.2%	1.1	7%	-26	629	i	4.6	4%
COC(=O)c1ccc(NC(=O)C(=O)N2CCN(C(=S)Nc3cccc(OC)c3)CC2)cc1	4.0%	-1%	8	2	0.2%	1.1	19%	-5	643	i	1.0	15%
Nc1ccc(Nc2ccccc2N)cc1	-1.1%	7%	36	23	-2.1%	0.8	34%	10	626	i	3.4	53%*
O=C(c1ccccc1-c1nc(-c2ccc(Cl)cc2)no1)N1CCCC1	1.7%	4%	17	-2	-5.5%	1.1	3%	-5	741	i	1.6	1%
COc1ccnc(Oc2ccc(C)cc2C)c1C#N	-0.9%	-1%	-5	-4	2.2%	1.1	-4%	x	x	+	5.5*	3%
O=C(Nc1nc(-c2nc3ccccc3s2)cs1)C1COc2ccccc2O1 (stereo unspecified)	0.1%	1%	18	13	-0.1%	1	2%	4	743	i	1.2	8%
O=P(CCN1CCCCC1)(c1ccccc1)c1ccccc1	0.6%	2%	0	11	-0.4%	1.3	-6%	-1	761	i	1.2	-3%
N#Cc1ccc(Oc2ccc(/C=N/O)cn2)cc1	1.1%	4%	15	20	1.4%	1	19%	22	671	i	0.8	20%
Oc1ccccc1OCc1nc2ccccc2s1	0.3%	3%	-11	-28	-1.0%	1	3%	2	782	i	0.7	3%
C=CCN1C(=O)/C(=C/c2ccc(OC)cc2)S/C1=N/c1nccs1	1.2%	1%	5	4	0.0%	0.9	8%	-9	652	i	0.4	6%
Cc1nnc(SCC(=O)NN2C(=O)NC3(CCCCC3)C2=O)s1	4.2%	6%	-4	7	-1.1%	1	6%	9	641	i	0.4	3%
Additional results.
SMILES	K1F lysis inhibition	M1AAP inhibition	WT yeast gro inh	WT yeast gro inh mutant strain	ER stress rescue	TNAP activators	human PMI inhibition	Lipid droplet	Lipid droplet cells 6.5 µM	Myeloid diff MLP	Myeloid diff MLP GFP+ MAC1+ %	PMI inhibition
CN1C=CC=C/C1=C1\SC(=S)N(C2CCCCC2)C1=O	0.9%	10%	0	-6	-1.1%	0.9	6%	x	x	i	2.4	6%
COCCNC(=O)C(c1ccc(Cl)cc1)N(C(=O)Cn1nnc2ccccc21)c1cccnc1 (stereo unspecified)	-2.0%	7%	-1	-14	0.7%	1.1	0%	0	666	i	0.1	6%
CCNC(=S)NN=C1CCC(C(C)(C)C)CC1 (stereo unspecified)	0.0%	7%	22	29	-0.6%	0.9	-24%	1	766	i	0.7	-42%
COc1ccc(CNC(=O)CSc2nnnn2-c2ccc(O)cc2)cc1	-1.2%	3%	7	-3	1.1%	1.1	-17%	x	x	i	0.9	-7%
Cc1ccc(CNC(=O)c2ccccc2CCc2ccccc2)cc1	-0.2%	3%	8	15	-2.4%	1.1	20%	-14	661	i	5.1	21%
Cc1ccc(NC(=O)C2OCCc3ccccc32)cc1 (stereo unspecified)	0.2%	-13%	-8	0	-1.1%	0.9	-9%	-4	676	i	0.6	-7%
O=C1COc2ccc(C(=O)COC(=O)CCSc3ccccc3)cc2N1	-0.1%	-3%	x	x	x	x	x	-3	669	i	1.4	x
O=C(O)CCCC(=O)Nc1ccccc1-n1ccnc1	0.2%	2%	-4	-15	-0.6%	1.1	5%	-7	737	i	1.1	-1%

For convenience, part of the list above:
SMILES	K1F lysis inhibition	M1AAP inhibition	WT yeast gro inh	WT yeast gro inh mutant strain	ER stress rescue	TNAP activators	human PMI inhibition	Lipid droplet	Lipid droplet cells 6.5 µM	Myeloid diff MLP	Myeloid diff MLP GFP+ MAC1+ %	PMI inhibition
O=C1COc2ccc(C(=O)COC(=O)CCSc3ccccc3)cc2N1	-0.1%	-3%	x	x	x	x	x	-3	669	i	1.4	x
O=C(O)CCCC(=O)Nc1ccccc1-n1ccnc1	0.2%	2%	-4	-15	-0.6%	1.1	5%	-7	737	i	1.1	-1%

Compounds were not picked by outcome, and some 4.6% of all compounds hit somewhere here.
